# From PubChem BioAssay
# C-LANA FP: inhibitors of KSHV LANA C-terminal domain DNA binding. MBP-C-LANA/FAM-LBS DNA binding, fluorescence polarization. inhibition, % at 9 µM. 340,000 tested, 0.078% active. AID 504423;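 active = highest replicate inhibition at or above 60% at 9 µM, even if other replicates fall short; inactive = all replicates below 60% inhibition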;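 also: 0% = neutral control wells and 100% = 4 µM acridine orange control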
# PKA-R2B act: PKA-R2B complex activation. AID 504700. 340,000 tested, 0.079% active. activation, % at 11.4 µM. PKA-R2B holoenzyme dissociation, Cy5-IP20 fluorescence polarization; R2B truncated from residue 108, S112A mutant; 0% DMSO only, 100% 113 µM cGMP. P22694+P31323;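 active = activation above a cutoff set at the mean over all compounds plus 3 SD, cut at about 18% in these data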;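 also: higher means more holoenzyme dissociation and a rise in polarization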
# RTF Ca sens inh: cardiac RTF calcium desensitization; P19429+P45379; 340,000 tested, 0.12% active; inhibition, % at 7.15 µM; IANBD-labeled cardiac RTF, Ca2+ fluorescence;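 active = inhibition above the mean inhibition of all tested compounds plus 3 SD, cut at about 17% in these data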;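 also: assay run at fixed EC70 calcium of 1.6 mM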
# Keap1 Nrf2 FP: inhibitors of human Keap1-Nrf2 protein-protein interaction; inhibition, % at 9.4 µM; AID 504523; Keap1 Kelch-Nrf2 peptide fluorescence polarization, 1536-well; 340,000 tested, 0.15% active; in the data active = inhibition above about 12%;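 also: human Keap1 Kelch domain with fluorescein labeled Nrf2 9mer peptide probe; 0% = neutral control wells and 100% = peptide positive control; higher means more block of Keap1 binding to Nrf2 peptide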
# CAL PDZ FP-1: blocks peptide binding to human CAL PDZ domain | purified CAL PDZ, TMR-peptide fluorescence polarization, 1 h | inhibition, % at 20 µM | 330,000 tested, 0.02% active | AID 504414 | Q9HD26;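 active = highest replicate inhibition of at least 40%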;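 also: plate controls were DMSO neutral control wells for no effect and unlabeled competitor peptide control wells for full effect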
#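 Read-out basis: mP drop reported as inhibition | Assay system: Tagged CAL PDZ protein CerCALP, purified | Benchmarks: Unlabelled peptide for full inhibition, DMSO wells as neutral | Schedule: 1 h incubation at room temperature before polarization reading | Buffer or medium: Sodium phosphate/NaCl buffer pH 7.4 with TCEP, IgG, Thesit | Doses: Single point, 20 µM | Measured by: Fluorescence polarization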
# CAL PDZ FP-2: CAL PDZ (human) peptide binding inhibition. Q9HD26. purified CAL PDZ, TMR-peptide fluorescence polarization, 1 h. inhibition, % at 24.9 µM. 300,000 tested, 0.92% active. AID 602252;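 active = mean inhibition of at least 30% with at least half of replicates also reaching 30%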;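 also: 0% = DMSO neutral control and 100% = excess unlabeled competitor peptide PRC23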
# Rtt109 Vps75: blocks Candida albicans Rtt109/Vps75 acetyltransferase activity; inhibition, % at 34.9 µM; Q5AAJ8; 330,000 tested, 0.16% active; purified Rtt109/Vps75, ThioGlo CoA-SH fluorescence, 4 h;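 active = inhibition of at least 50% in every replicate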
# Target sequence (Q5AAJ8 whole entry, looked up): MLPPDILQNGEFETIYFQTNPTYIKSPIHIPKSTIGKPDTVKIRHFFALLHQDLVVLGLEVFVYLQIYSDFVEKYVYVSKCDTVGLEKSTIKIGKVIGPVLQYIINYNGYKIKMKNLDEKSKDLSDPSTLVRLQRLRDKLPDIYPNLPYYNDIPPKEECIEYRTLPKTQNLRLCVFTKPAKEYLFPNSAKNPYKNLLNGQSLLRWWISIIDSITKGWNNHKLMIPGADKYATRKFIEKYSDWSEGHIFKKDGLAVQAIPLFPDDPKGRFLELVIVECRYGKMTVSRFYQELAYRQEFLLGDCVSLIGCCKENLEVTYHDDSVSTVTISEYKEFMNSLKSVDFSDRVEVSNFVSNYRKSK
# cardiac RTF act: cardiac RTF calcium sensitization; P19429+P45379; IANBD-labeled TnC RTF fluorescence at EC20 calcium; 0% EC20 calcium, 100% full calcium; activation, % at 7.2 µM; 340,000 tested, 0.24% active; AID 493008;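 active = activation above the mean over all tested compounds plus 3 SD, cut at about 30% in these data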;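 also: rise in fluorescence read as greater calcium sensitivity of cardiac thin filaments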
# SR-BI DiI-HDL act: enhances SR-BI lipid uptake from DiI-HDL | CHO ldlA[mSR-BI] cells, DiI-HDL uptake fluorescence, 3 h; 100 = double the neutral-control signal | activation, % at 12.5 µM | 320,000 tested, 0.096% active | AID 504775;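 active = mean replicate activation of at least 60% and every replicate at or above 60%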;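 also: 0% = median plate neutral-control signal and 100% = twice that signal; values of inactives mirror those of a sister screen read the other way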
#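 Assay system: CHO ldlA[mSR-BI] cells, LDL receptor-null, SR-BI overexpressing; medium: Ham's F12 with 0.5% BSA, HEPES 25 mM, pH 7.4; also added: DiI-HDL 10 µg/mL; timing: 3 h uptake period with compound, 37 °C; signal: DiI fluorescence, bottom read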
# DAGLB inhibitor: diacylglycerol lipase beta (human) inhibition | HEK293T DAGLB membrane lysate, EnzChek fluorogenic substrate | inhibition, % at 5.17 µM | 340,000 tested, 0.059% active | Q8NCG7; in the data active = inhibition above about 34%;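 also: 0% = enzyme with vehicle and 100% = wells lacking enzyme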
# Target sequence (Q8NCG7 whole entry, looked up): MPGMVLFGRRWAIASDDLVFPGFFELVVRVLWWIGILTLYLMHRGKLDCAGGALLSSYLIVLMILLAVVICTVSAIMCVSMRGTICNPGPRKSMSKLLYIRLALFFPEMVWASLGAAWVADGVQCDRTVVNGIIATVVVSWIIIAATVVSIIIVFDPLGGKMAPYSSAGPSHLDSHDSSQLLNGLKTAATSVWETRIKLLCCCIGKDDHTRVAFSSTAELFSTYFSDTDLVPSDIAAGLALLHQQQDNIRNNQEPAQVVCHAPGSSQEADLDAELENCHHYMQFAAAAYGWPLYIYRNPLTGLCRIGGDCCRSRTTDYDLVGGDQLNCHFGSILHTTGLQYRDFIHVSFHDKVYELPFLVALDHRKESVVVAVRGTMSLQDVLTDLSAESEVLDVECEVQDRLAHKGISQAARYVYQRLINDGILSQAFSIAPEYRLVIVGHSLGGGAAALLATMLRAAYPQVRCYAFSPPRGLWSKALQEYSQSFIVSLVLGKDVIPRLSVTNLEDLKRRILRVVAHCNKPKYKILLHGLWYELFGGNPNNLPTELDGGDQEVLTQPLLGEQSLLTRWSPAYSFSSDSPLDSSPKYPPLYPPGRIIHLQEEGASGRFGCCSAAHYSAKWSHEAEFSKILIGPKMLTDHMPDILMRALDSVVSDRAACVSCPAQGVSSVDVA
# Numbers without * were called inactive; · = no result given.
(1) Cc1cccc2cc(/C=N/NC(=O)c3ccncc3)c(Cl)nc12
(2) Clc1ccc(-c2nc3cnccn3c2NC2CCCC2)cc1
(3) CCOc1ccc(N2C(=O)CC(N(CCc3ccc(S(N)(=O)=O)cc3)C(C)=O)C2=O)cc1 (centres undefined)
(4) O=C(COC(=O)COc1cccc(F)c1)NCCC1=CCCCC1
(5) CN(C)CC1CCC/C(=C/c2ccc(Cl)cc2)C1=O (centres undefined)
(6) COc1ccc(C(=O)NCC(=O)N2CCN(C(=O)c3ccco3)CC2)cc1[N+](=O)[O-]
(7) COCCC1CCCCN1C(=O)c1cc(COc2cccc(C(C)=O)c2)on1 (centres undefined)
(8) CCCCn1c(N)c(N(CCOC)C(=O)c2ccc(NC3CC3)c([N+](=O)[O-])c2)c(=O)[nH]c1=O

compound no.,1,2,3,4,5,6,7,8
C-LANA FP,1.5,1.8,-0.5,-1.7,-2.6,-0.7,0.3,-0.4
PKA-R2B act,-8,-1,-4,-2,5,-10,1,-4
RTF Ca sens inh,-3,-8,10,-5,-4,-5,-1,-2
Keap1 Nrf2 FP,-3,-3,-1,2,-6,-4,0,-8
CAL PDZ FP-1,-1.6,0.3,-1.7,-0.2,0.4,0.4,0.7,-2.6
CAL PDZ FP-2,·,-6,-2,·,-5,1,-5,-4
Rtt109 Vps75,-12,-12,-3,-4,1,-8,1,23
cardiac RTF act,3,-2,1,2,-1,1,3,0
SR-BI DiI-HDL act,-34,-70,-2,18,10,-4,-13,20
DAGLB inhibitor,-1,2,0,-2,-1,0,-2,2

(9) CC(NC(=O)C1CCCC1)c1ccc(Br)cc1 (centres undefined)
(10) CCn1c(=N)n(CC(=O)OC)c2ccccc21
(11) CC(C)CN(C(=O)c1cccc(S(=O)(=O)N2CCN(c3ccc(F)cc3)CC2)c1)C1CCS(=O)(=O)C1 (centres undefined)
(12) CCn1nc(C)c(CN2CCN(Cc3ccsc3)C(CCO)C2)c1C (centres undefined)
(13) CC(=O)Nc1ccc(S(=O)(=O)Nc2nnc(C3CCCCC3)s2)cc1
(14) CC(C)C(=O)N1CCN(c2nc(-c3ccc(Cl)cc3)cs2)CC1
(15) C[C@H](NC(=O)CCn1nnc2ccccc2c1=O)C(=O)O
(16) COc1cccc(NC(=O)CN(C)C(=O)c2ccc(S(=O)(=O)Nc3ccccc3C)cc2)c1

compound no.,9,10,11,12,13,14,15,16
C-LANA FP,1.9,3.1,-1.0,0.2,-0.8,0.5,0.0,-1.7
PKA-R2B act,7,-9,3,-7,-12,-7,-2,-9
RTF Ca sens inh,-10,1,-5,-2,-2,1,4,-4
Keap1 Nrf2 FP,1,-10,-2,-4,-1,-3,-4,-1
CAL PDZ FP-1,-0.1,0.5,-1.5,-1.6,·,-1.3,-0.9,-1.3
CAL PDZ FP-2,·,1,-2,1,2,2,-2,·
Rtt109 Vps75,7,-17,11,-9,-6,-5,-2,5
cardiac RTF act,1,5,-5,0,7,-4,0,-1
SR-BI DiI-HDL act,7,6,-4,8,5,-27,8,-15
DAGLB inhibitor,-2,-2,0,1,5,1,0,0

(17) COc1ccc(-c2sc3ccc(OC)cc3c2-c2ccc(OC)c(F)c2)cc1
(18) Cc1cc(C(=O)O)n(C(C)(C)C)n1
(19) O=C(CN1CCN(c2ccccc2F)CC1)N1CCc2ccccc21
(20) O=C(Nc1cccc(F)c1)N1CCC(n2c(=O)[nH]c3ccccc32)CC1
(21) O=C1c2ccccc2C(=O)N1CCCCc1cn(C[C@H]2CC[C@H](Cn3cc(CCCCN4C(=O)c5ccccc5C4=O)nn3)O2)nn1
(22) CN(CC(=O)Nc1ccc(Cl)cc1)C(=O)c1ccc(NS(=O)(=O)c2ccc3[nH]c(=O)[nH]c3c2)cc1
(23) O=C(NC(Cc1ccccc1)C(=O)O)/C(=C/c1ccc([N+](=O)[O-])cc1)NC(=O)c1ccccc1Br (centres undefined)
(24) O=C(COC(=O)CCSc1ccc(Cl)cc1)NCc1ccc(Cl)cc1

compound no.,17,18,19,20,21,22,23,24
C-LANA FP,-1.0,-0.5,-0.8,1.5,1.4,0.1,-1.0,-0.4
PKA-R2B act,-5,4,-17,-13,-3,-11,4,-2
RTF Ca sens inh,9,-4,6,-2,-7,-6,-2,4
Keap1 Nrf2 FP,-3,1,3,-5,5,-7,-4,-2
CAL PDZ FP-1,0.9,0.3,-0.8,-0.2,-1.5,-0.6,-3.8,-2.1
CAL PDZ FP-2,0,·,-6,2,-17,-5,0,-3
Rtt109 Vps75,-4,9,-12,-4,-3,-3,-25,-5
cardiac RTF act,3,4,-1,10,0,-7,-1,-5
SR-BI DiI-HDL act,-59,0,·,-21,-15,1,19,-3
DAGLB inhibitor,0,-2,-6,0,2,-4,-2,-8

(25) COc1ccc(N(C(=O)c2snc(C(N)=O)c2N)C(C(=O)NC2CCCCC2)c2ccc(F)cc2)c(OC)c1 (centres undefined)
(26) CC(=O)c1ccc(NC(=O)Nc2ncn(Cc3cccc(C)c3)n2)cc1
(27) Cc1cc(SCC#N)n2nc(C)c(-c3ccccc3)c2n1
(28) CCCCCC1C(=O)C[C@@H]2CCN3C(=O)CCC[C@H]1[C@H]23 (some centres undefined)
(29) Cc1cc(O)ccc1C1(c2ccc(O)cc2C)OC(=O)c2ccccc21
(30) O=C(NC1CCCCCC1)c1ccc[nH]c1=S
(31) COc1cccc(/C=C2\SC(N)=NC2=O)c1OS(=O)(=O)c1ccccc1
(32) Cc1ccc(SCC(=O)NCC(C)C)cc1

compound no.,25,26,27,28,29,30,31,32
C-LANA FP,-0.1,-0.3,-2.4,1.1,0.5,-4.1,-0.2,-0.5
PKA-R2B act,-1,-7,1,-4,-23,-9,-4,-12
RTF Ca sens inh,2,-9,-2,-3,-6,-1,-3,-8
Keap1 Nrf2 FP,2,-6,-1,1,5,4,0,-3
CAL PDZ FP-1,-0.8,-2.4,-2.1,1.1,-1.0,15,0.2,-2.3
CAL PDZ FP-2,-7,-1,0,-5,·,-7,-2,0
Rtt109 Vps75,0,4,-2,10,-2,-4,-7,·
cardiac RTF act,-5,1,-8,0,-6,1,0,-4
SR-BI DiI-HDL act,6,-10,-23,18,5,43,9,11
DAGLB inhibitor,0,8,0,0,-1,1,-3,-1

(33) O=C(CCCSc1ccc(Cl)cc1)Nc1ccccc1O
(34) Cc1ccc(C)c(S(=O)(=O)NCc2ccc(C(=O)NCc3ccco3)cc2)c1
(35) Cc1cccc(-c2noc(CCC(=O)NCc3ccco3)n2)c1
(36) Nc1cccc(CCc2ccncc2)c1
(37) NC(=O)C1(N2CCCCC2)CCN(C(=O)c2cccs2)CC1
(38) CC(=O)Nc1ccc(N2C(C(C)=O)=NN(c3ccccc3)C2c2cccs2)cc1 (centres undefined)
(39) O=C(CN1C2=NCCCN2c2ccccc21)c1cccs1
(40) CC1Cc2cc(/C(O)=C3/C(=O)C(=O)N(Cc4cccnc4)C3c3cccc(O)c3)ccc2O1 (centres undefined)

compound no.,33,34,35,36,37,38,39,40
C-LANA FP,-2.1,0.2,1.7,0.5,-2.6,-2.9,0.0,-0.6
PKA-R2B act,-2,-18,-15,-6,0,-6,0,-5
RTF Ca sens inh,-9,-6,4,-3,-2,-8,1,1
Keap1 Nrf2 FP,5,-6,-3,-3,0,-14,3,-4
CAL PDZ FP-1,-1.5,-1.9,-1.1,-0.8,0.6,-2.3,-0.1,-3.1
CAL PDZ FP-2,·,-3,2,-2,4,·,-5,0
Rtt109 Vps75,8,2,1,-3,6,6,12,11
cardiac RTF act,6,-4,4,3,1,2,0,-3
SR-BI DiI-HDL act,·,-23,-9,-2,20,34,3,13
DAGLB inhibitor,-3,-7,2,1,2,-2,-1,3

# Grouped by structure, the entries above containing an aryl thioether with sulfur outside any ring (4)
(24) O=C(COC(=O)CCSc1ccc(Cl)cc1)NCc1ccc(Cl)cc1
(27) Cc1cc(SCC#N)n2nc(C)c(-c3ccccc3)c2n1
(32) Cc1ccc(SCC(=O)NCC(C)C)cc1
(33) O=C(CCCSc1ccc(Cl)cc1)Nc1ccccc1O

compound no.,24,27,32,33
C-LANA FP,-0.4,-2.4,-0.5,-2.1
PKA-R2B act,-2,1,-12,-2
RTF Ca sens inh,4,-2,-8,-9
Keap1 Nrf2 FP,-2,-1,-3,5
CAL PDZ FP-1,-2.1,-2.1,-2.3,-1.5
CAL PDZ FP-2,-3,0,0,·
Rtt109 Vps75,-5,-2,·,8
cardiac RTF act,-5,-8,-4,6
SR-BI DiI-HDL act,-3,-23,11,·
DAGLB inhibitor,-8,0,-1,-3

# Following part
(41) CCOC(=O)C1CCN(c2c(N3CCCC(C(=O)OCC)C3)c(=O)c2=O)CC1 (centres undefined)
(42) O=C(Nc1cccnc1Cl)c1cc(-c2ccc(Br)cc2)on1
(43) CCn1cc(/C=C/C(=O)Nc2c(C)nn(Cc3ccccc3)c2C)cn1
(44) CN(C)c1ccc(NC(=O)N2CCOCC2)cc1
(45) CCN(CC)CCNC(=O)C(Oc1ccccc1)Oc1ccccc1
(46) COC(=O)c1cc(OC)nc2c1c(=O)n(C)c(=O)n2C
(47) COc1cc(/C=N/NC(=O)c2ccc(Cl)cc2)ccc1OCC(=O)N1CC(C)OC(C)C1 (centres undefined)
(48) COc1ccc(/C=C/C(=O)NC(CCSC)C(=O)O)cc1 (centres undefined)
(49) Cc1ccc(CCC(=O)Nc2ncc(Cc3cccc(Cl)c3Cl)s2)o1

compound no.,41,42,43,44,45,46,47,48,49
C-LANA FP,0.5,-2.1,1.8,0.2,-1.0,0.5,-0.9,0.0,-0.6
PKA-R2B act,-12,-4,4,-18,0,-13,-8,-3,1
RTF Ca sens inh,-1,1,1,3,1,-4,-3,-11,-1
Keap1 Nrf2 FP,-1,-5,-2,0,1,-1,-2,-4,-4
CAL PDZ FP-1,0.1,-2.5,-2.5,-0.8,0.0,-1.1,-3.2,-0.2,-0.3
CAL PDZ FP-2,·,-4,-2,-2,-1,-4,-2,-4,0
Rtt109 Vps75,-1,4,7,2,-3,3,1,-3,1
cardiac RTF act,1,0,6,-7,-1,3,-3,0,-1
SR-BI DiI-HDL act,14,14,24,23,18,-1,-54,-1,·
DAGLB inhibitor,1,3,2,2,0,-2,-1,-1,-5

# Shown with bars between the fields: entries from further up.
nr | molecule | C-LANA FP | PKA-R2B act | RTF Ca sens inh | Keap1 Nrf2 FP | CAL PDZ FP-1 | CAL PDZ FP-2 | Rtt109 Vps75 | cardiac RTF act | SR-BI DiI-HDL act | DAGLB inhibitor
32 | Cc1ccc(SCC(=O)NCC(C)C)cc1 | -0.5 | -12 | -8 | -3 | -2.3 | 0 | · | -4 | 11 | -1
33 | O=C(CCCSc1ccc(Cl)cc1)Nc1ccccc1O | -2.1 | -2 | -9 | 5 | -1.5 | · | 8 | 6 | · | -3
